# Screening results deposited in PubChem BioAssay by Sanford-Burnham Center for Chemical Genomics.
# SENP8 block: human SENP8 protease inhibitors, primary screen, biochemical, fluorescence, Nedd8 protein substrate, uHTS; actives 0.64% (n = 360,000); inhibition, % at 20 µM; recombinant SENP8; in the data active means inhibition mostly above about 40%, no sharp cut-off; inactive means mostly below about 27%
# Target sequence (Q96LD8 whole entry, looked up): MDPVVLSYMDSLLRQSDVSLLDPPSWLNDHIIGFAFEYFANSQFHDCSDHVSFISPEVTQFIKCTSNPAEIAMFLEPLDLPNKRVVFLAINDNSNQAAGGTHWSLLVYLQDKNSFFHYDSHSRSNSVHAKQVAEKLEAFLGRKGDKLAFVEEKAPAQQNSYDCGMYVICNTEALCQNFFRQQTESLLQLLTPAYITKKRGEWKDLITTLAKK
# SENP1 FRET inh: human SENP1 catalytic domain inhibitors, primary screen, biochemical, FRET, uHTS; recombinant SENP1 catalytic domain, CyPet-SUMO1-YPet FRET cleavage; inhibition, % at 10 µM; Sentrin-specific protease 1 (Homo sapiens), Q9P0U3; actives 0.21% (n = 360,000);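 active means inhibition at least 30% at 10 µM, raw YFP signal under a set limit, fluorescence ratio 0.5 to 1.5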;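 further: 0% = enzyme with DMSO and 100% = no enzyme wells; some results filed as inactive read as strong as hits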
# Target sequence (Q9P0U3 419-644 limits assumed): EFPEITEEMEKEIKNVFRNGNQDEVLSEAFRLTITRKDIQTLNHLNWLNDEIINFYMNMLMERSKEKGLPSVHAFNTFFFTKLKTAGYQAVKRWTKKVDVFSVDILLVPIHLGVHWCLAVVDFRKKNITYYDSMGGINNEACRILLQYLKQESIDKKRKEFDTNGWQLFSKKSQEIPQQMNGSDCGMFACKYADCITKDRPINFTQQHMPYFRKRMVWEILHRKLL
#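 Material: hSENP1 catalytic domain, recombinant; medium: Tris pH 8 with BME, BSA, NP40 and catalase; compound: single concentration of 10 µM compound, 0.5% DMSO final; technique: FRET read of cyan and yellow fluorescence; timing: 50 min enzyme reaction, room temperature, light-protected; reagent: SFCypet-SUMO1-SFYpet substrate at 25 nM; control set: no-enzyme low, enzyme-DMSO high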
# PfG6PD inh: PfG6PD enzyme inhibitors, primary screen, biochemical, fluorescence intensity, uHTS | inhibition, % at 20 µM | actives 0.78% (n = 350,000) | AID 504690, 2011 | glucose-6-phosphate dehydrogenase-6-phosphogluconolactonase (Plasmodium falciparum 3D7) | PfGluPho enzyme, NADPH resazurin-diaphorase fluorescence;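 active means inhibition reaching at least a set limit at 20 µM in the primary screen, cut at about 59% in these data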;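 further: 0% = DMSO wells with substrate and 100% = DMSO wells lacking glucose-6-phosphate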
# The depositor's hits bear a star; i = inactive. Some of the compounds tested; rates above refer to the full screens.
# Sequence of screens – SENP8 block, SENP1 FRET inh, PfG6PD inh
CC(OCC(O)CN1CCN(S(=O)(=O)c2ccc(Cl)cc2)CC1)c1ccc(Cl)cc1 (stereo unspecified)
  11.1, 0.2, 12.7
COc1ccc(CCNC(=O)CSc2nc3c(sc(=S)n3-c3ccccc3)c(=O)[nH]2)cc1OC
  16.9, 2.4, -1.4
Cc1cc(C)n2c(SCC(=O)N(CCC#N)c3ccc4c(c3)OCCO4)nnc2n1
  -13.3, 0.9, 0.4
COc1cccc(CCNC(=O)c2cc(COc3ccc(C)c(C)c3)on2)c1OC
  -2.6, -1.4, 12.5
C=CCSc1nc2c(N)ncnc2n1C1OC(CO)C(O)C1O (stereo unspecified)
  8.1, 0.8, -1.6
COC(=O)c1ccc(CNC(=O)c2ccc(OC)c(S(=O)(=O)NC3CC3)c2)cc1
  21.7, 2.2, 2.2
COc1cccc(C(=O)NCCS(=O)(=O)N2CCN(c3ccccc3)CC2)c1OC
  10.0, 2.8, -3.1
COc1ccc(N2CCN(C(=O)c3ccc4c(c3)CCN4S(C)(=O)=O)CC2)cc1
  27.7, 0.9, 5.2
C[C@H](CO)N1C[C@H](C)[C@H](CN(C)S(=O)(=O)c2ccc(-n3cccn3)cc2)OCc2cnnn2CCCC1=O
  21.2, -0.6, -10.7
CCCC#Cc1cnc2c(c1)C(=O)N([C@H](C)CO)C[C@@H](C)[C@H](CN(C)S(=O)(=O)c1cccc(OC)c1)O2
  -38.5, -0.7, 31.3
CC(C)CCN1CCC[C@]2(N[C@H](c3ccccc3)[C@@H]3C(=O)N(Cc4ccccc4)C(=O)[C@@H]32)C1=O
  10.8, 3.0, -15.4
CCOC(=O)C1(C(=O)OCC)COC(=O)C1CN1Cc2cc3ccccc3nc2C1 (stereo unspecified)
  -17.1, -15.2, 1.8
COc1ccc(S(=O)(=O)N(C)C[C@@H]2OCc3cn(nn3)CCCC(=O)N([C@@H](C)CO)C[C@H]2C)cc1
  8.2, 1.5, 6.4
CC(C)/C=C/C(=O)N1CCC(N2CCC(C(=O)NCC3CCCO3)CC2)CC1 (stereo unspecified)
  -19.8, -16.1, 7.5
COc1ccccc1CN(C)C[C@H]1OCc2cnnn2CCCC(=O)N([C@H](C)CO)C[C@@H]1C
  1.8, 1.2, 4.3
Cc1cc(NC(=O)c2ccc(OCC3CCCO3)cc2)ccc1Br (stereo unspecified)
  7.9, 0.4, 2.0
COc1ccc(C)cc1-n1c(SCC(=O)N2CCOCC2)nc2ccccc2c1=O
  -3.0, 0.2, 20.6
C[C@@H]1CN([C@H](C)CO)C(=O)CCCn2nncc2CO[C@H]1CN(C)Cc1cccc(O)c1
  -38.6, -0.2, -0.6
COc1ccc(CN(C)CCCn2cnc3c(OC)ncnc32)cc1OC
  4.4, 1.0, 6.8
C[C@@H]1CN([C@H](C)CO)C(=O)CCCn2nncc2CO[C@H]1CN(C)C(=O)Nc1ccnc(N2CCOCC2)c1
  -16.2, 0.8, 7.3

# Taken from above.
# For SENP8 block, CC(C)CCN1CCC[C@]2(N[C@H](c3ccccc3)[C@@H]3C(=O)N(Cc4ccccc4)C(=O)[C@@H]32)C1=O has 10.8
# For SENP1 FRET inh, COc1cccc(CCNC(=O)c2cc(COc3ccc(C)c(C)c3)on2)c1OC has -1.4

# Additional structures:
# Sequence of screens – SENP8 block, SENP1 FRET inh, PfG6PD inh
O=c1c2ccccc2c2ccccc2c(=O)n1Nc1ccccc1
  15.1, 0.0, -0.4
CCCCCC(=O)N1C[C@@H](O)[C@H](n2cc(COC(=O)c3ccccc3)nn2)C[C@@H]1c1ccc(C)cc1
  -3.5, -0.5, 8.6
Cc1ccc([C@H]2C[C@@H](n3cc(COC(=O)c4ccccc4)nn3)[C@H](O)CN2C(=O)C2CCCCC2)cc1
  -25.5, 3.2, -0.1
CC1CCN(C(=O)CCC(=O)Nc2ccc([N+](=O)[O-])cc2)CC1
  19.9, -0.3, 5.0
COC1OC2COC(c3ccccc3)OC2C2OC(c3ccccc3)OC12 (stereo unspecified)
  22.8, 3.4, -0.7
CCOC(=O)N1CCN(C(=O)CCN2C(=O)/C(=C\c3ccc(OC)c(OC)c3)SC2=S)CC1
  21.3, -26.4, -6.9
CC(C)COC(=O)N(C)C[C@H]1OCc2cn(nn2)CCCC(=O)N([C@H](C)CO)C[C@@H]1C
  -7.2, -1.2, 1.2
COc1ccc([C@H]2N[C@]3(CCCN(Cc4ccccc4)C3=O)[C@H]3C(=O)N(C)C(=O)[C@@H]23)cc1
  14.3, 0.4, 26.3
C[C@@H]1CN([C@H](C)CO)S(=O)(=O)c2ccc(C#C[C@@H](C)O)cc2O[C@@H]1CN(C)Cc1ccc(-c2ccccc2)cc1
  -19.4, -0.4, 33.0
CC1CCC2(CC1)NC(=O)N(CC(=O)NCc1ccco1)C2=O (stereo unspecified)
  20.9, 3.6, -2.5
C[C@H]1CN([C@@H](C)CO)C(=O)c2cc(Br)cnc2O[C@@H]1CN(C)C(=O)C1CCC1
  9.3, -0.4, -4.2
Cc1ccc(S(=O)(=O)Nc2ccc3c(c2)C(=O)N([C@@H](C)CO)C[C@@H](C)[C@@H](CN(C)CC2CC2)OCCCC[C@@H](C)O3)cc1
  4.7, 1.5, 15.9
COCOCCn1cc(CN2CCS(=O)(=O)N(Cc3ccc(-c4ccc(Cl)cc4)cc3)C(CC(C)C)C2=O)nn1 (stereo unspecified)
  15.7, -0.1, 19.7
COC(=O)C[C@H]1C[C@H]2c3cc(NC(=O)CC4CC4)ccc3O[C@H]2[C@H](CO)O1
  23.1, 2.1, 2.8
O=C(O)Cn1ccnc1[N+](=O)[O-]
  9.7, 2.5, -11.5
Cc1ccc(O)c(Cc2cc(C)cc(Cc3cc(C)ccc3O)c2O)c1
  16.2, 1.5, -13.6
O=C(CCNS(=O)(=O)c1ccc(Cl)cc1)NCCc1ccccc1
  10.9, 2.5, 6.4
COc1ccc(CCNC(=O)CNC(=O)N2CC(=O)Nc3ccccc32)cc1
  5.1, 1.8, 4.1
O=C(NCCN1CCCC(O)C1)c1cc(COc2cccc(C(F)(F)F)c2)on1 (stereo unspecified)
  9.6, -1.2, -5.2
CC1=C(C(=O)N2CCOCC2)CC(CC(=O)NC2CCCCC2)C(=O)N1Cc1ccc(C(C)(C)C)cc1 (stereo unspecified)
  6.7, -1.1, 0.0

# Additional records
# Sequence of screens – SENP8 block, SENP1 FRET inh, PfG6PD inh
O=C(c1cccs1)N1C[C@@H](O)[C@H](n2cc(-c3ccc(F)cc3)nn2)C[C@@H]1c1ccc(Cl)cc1
  10.1, 1.1, 8.7
Cc1ccc(S(=O)(=O)NCc2ccccc2)cc1C(=O)NCC(=O)Nc1c(C)cccc1C
  13.3, 1.1, -13.6
C[C@@H]1CN([C@@H](C)CO)S(=O)(=O)c2ccc(Br)cc2O[C@@H]1CN(C)C(=O)c1ccncc1
  13.5, 2.1, -21.1
COc1ccc(NC(=O)CN2C(=O)C3CC=CCC3C2=O)cc1Cl (stereo unspecified)
  11.4, 3.3, 12.1
C[C@H]1CN([C@@H](C)CO)C(=O)CCCn2cc(nn2)CO[C@@H]1CN(C)S(C)(=O)=O
  19.6, 0.2, -15.4
CC(=O)c1c(O)cc2c3c1OC(C)(C)C1CCC(C)(CC31)O2 (stereo unspecified)
  31.4, 2.1, -5.3
COc1ccc(CN2C(=O)C(CC(=O)NCCc3ccccn3)CC(C(=O)N(C)C)=C2C)cc1 (stereo unspecified)
  -13.0, -7.3, 12.6
COc1ccc(NC(=O)N(C)C[C@H]2OCCCC[C@@H](C)Oc3ccc(N(C)C)cc3C(=O)N([C@H](C)CO)C[C@@H]2C)cc1
  -217.4, 0.7, 31.3
CCN1CCN(c2sc(S(=O)(=O)CC)nc2S(=O)(=O)c2ccc(C)cc2)CC1
  17.6, -0.5, 13.6
Nc1c(C(=O)Nc2ccccc2)sc2nc(N3CCOCC3)c3c(c12)CCCC3
  i, -94.6, 50.4
C[C@@H]1CN([C@H](C)CO)C(=O)CCCn2nncc2CO[C@@H]1CN(C)S(=O)(=O)c1cccc(C#N)c1
  13.3, 1.8, -13.1
C[C@H](CO)N1C[C@H](C)[C@@H](CN(C)S(=O)(=O)c2ccccc2)OCc2cnnn2CCCC1=O
  15.3, 1.9, -1.8
C[C@@H]1CN([C@@H](C)CO)C(=O)CCCn2nncc2CO[C@H]1CN(C)Cc1ccncc1
  13.1, -1.3, -8.9
COC(=O)C[C@H]1C[C@H]2c3cc(NS(=O)(=O)c4ccc(OC)cc4)ccc3O[C@H]2[C@H](CO)O1
  -0.4, -1.5, 1.7
CC(=O)Nc1ccc(S(=O)(=O)NC(C)C(=O)OCC(=O)Nc2ccc(F)cc2Cl)cc1 (stereo unspecified)
  18.2, 2.2, 13.9
CCOc1ccc(NC(=O)c2cccc(S(=O)(=O)NCc3cccnc3)c2)cc1
  17.7, 3.1, -3.6
COc1ccccc1CCC(=O)Nc1ccc(S(=O)(=O)Nc2ncccn2)cc1
  -59.4, -17.7, -1.2
CC(=O)Nc1ccc(NC(=O)COc2cccc3ccccc23)cc1
  6.1, 1.0, -6.0
CCOc1ccc(S(=O)(=O)N2CCC(C(=O)Nc3ccccc3N3CCCC3)CC2)cc1
  11.2, 0.6, 2.7
Nc1ccn(C2OC(CCl)C(O)C2O)c(=O)n1 (stereo unspecified)
  12.9, 6.5, 11.5

# Two entries drawn at random from the list so far:
# Sequence of screens – SENP8 block, SENP1 FRET inh, PfG6PD inh
O=C(NCCN1CCCC(O)C1)c1cc(COc2cccc(C(F)(F)F)c2)on1 (stereo unspecified)
  9.6, -1.2, -5.2
COc1ccc(N2CCN(C(=O)c3ccc4c(c3)CCN4S(C)(=O)=O)CC2)cc1
  27.7, 0.9, 5.2

# New compounds follow:
# Sequence of screens – SENP8 block, SENP1 FRET inh, PfG6PD inh
COc1cccc(Nc2ncnc3ccc(Br)cc23)c1
  -115.8, -3.0, 28.3
O=C(CSc1nnc(COc2ccc(Cl)cc2)o1)Nc1nccs1
  4.4, -0.3, -11.4
O=C(NCC1CCCO1)c1cccc(S(=O)(=O)Nc2ccccc2Cl)c1 (stereo unspecified)
  20.6, 3.3, -2.2
CCCCCCN1C[C@@H](n2cc(COC(=O)c3ccccc3)nn2)[C@H](O)C[C@@H]1c1ccccc1
  2.9, -0.4, 9.7
CC(Sc1nnc(C(C)Oc2ccc(F)cc2)o1)C(=O)NCc1ccc2c(c1)OCO2 (stereo unspecified)
  11.3, -0.4, -18.2
COc1cc2c(cc1OC)C(CNC(=O)C=Cc1cc(OC)c(OC)c(OC)c1)C2 (stereo unspecified)
  -99.6, -0.3, -5.1
C[C@H]1Cn2cnc(C(=O)NCc3ccc(CNC(=O)OC(C)(C)C)cc3)c2C(=O)N1
  12.9, -0.8, 1.4
C[C@@H]1CN(Cc2nnnn2CC(=O)NCCCn2cccn2)C[C@H](C)O1
  13.7, 1.2, -17.0
Cc1ccc(S(=O)(=O)n2cccc2/C=C/[N+](=O)[O-])cc1
  9.0, -8.4, 24.9
Cc1cc(/C=C(\C#N)C(=O)NCc2ccccc2)c(C)[nH]1
  -156.1, -3.8, 11.3
COc1ccc2nc3n(c(=O)c2c1)-c1ncccc1C(=O)NC3CC(C)C (stereo unspecified)
  2.8, -4.7, 13.3
CC1CN(C(=O)COC(=O)c2cc(=O)[nH]c3ccccc23)CC(C)O1 (stereo unspecified)
  -26.5, 2.1, 6.9
COc1ccccc1CNc1cccc(C)n1
  -2.7, 1.0, -2.0
C#Cc1cccc(C(=O)N(Cc2cccnc2)CC2CCCN(C3CCCCC3)C2)c1 (stereo unspecified)
  16.8, -8.2, -8.0
CC(=O)OC1C=CN(C(C)=O)C(SC(C)(C)C)C1(C)O (stereo unspecified)
  16.8, -2.1, -9.2
COC(=O)c1cc(N/C(N)=N/c2nc(C)cc(C)n2)cc(C(=O)OC)c1
  14.1, 1.7, -1.2
COc1cccc2c(=O)c3c(oc12)CCCC3
  -201.8, 0.6, -5.0
C[C@H](CO)N1C[C@H](C)[C@H](CN(C)Cc2ccncc2)Oc2ncc(Br)cc2C1=O
  3.5, 1.0, 6.7
Cc1cnc(C=O)c2cccc([N+](=O)[O-])c12
  12.7, -2.6, 22.0
COc1ccccc1N1CCN(C(=S)NC(=O)c2ccc([N+](=O)[O-])cc2)CC1
  23.1, -0.6, 28.1

# New compounds follow:
# Sequence of screens – SENP8 block, SENP1 FRET inh, PfG6PD inh
Cc1ccnc(SC2CC(=O)N(c3ccccc3)C2=O)n1 (stereo unspecified)
  6.0, 1.3, -11.7
C[C@@H]1CN([C@H](C)CO)C(=O)CCCn2nncc2CO[C@H]1CN(C)S(=O)(=O)c1ccc(-n2cccn2)cc1
  10.2, 0.4, -3.5
NC(=O)c1ccc(NS(=O)(=O)c2ccc(S(=O)(=O)N3CCCC3)cc2)cc1
  11.5, 1.0, -23.9
COC1CC(=O)C2OC(c3ccccc3)OCC2O1 (stereo unspecified)
  3.9, 2.2, 1.6
COc1cc2c(cc1CNC[C@H]1O[C@@H](n3cc(C)c(=O)[nH]c3=O)C[C@@H]1O)OCO2
  4.9, -0.3, -10.4
C=CCn1c(C)nnc1SCC(=O)N1c2ccccc2NC(=O)C1(C)C
  20.2, 1.5, -5.2
